Screens deposited in PubChem BioAssay by several laboratories.
AID2073 – inhibitors of Mint1-CaV2.2 protein interaction, biochemical, HTRF (AID 2073). Voltage-dependent N-type calcium channel subunit alpha-1B (Homo sapiens). 0.19% of 290,000 active. HTRF protein-protein interaction, Mint1-CaV2.2; higher % means a stronger effect. one-dose inhibition, % at 20 µM; IC50 in µM for titrated hits; in the data active = inhibition mostly above about 51%, no sharp cut-off; note: some results filed as inactive read as strong as hits
West Nile virus CPE – West Nile virus antiviral activity, cell-based, CPE readout (AID 1621); West Nile virus-infected cells, CPE inhibition; higher % means a stronger effect; one-dose CPE inhibition, % at 10 µM; IC50 in µM for titrated hits; 0.02% of 290,000 active; in the data active = a potency from the dose series; note: strong numbers were not always called active
SIAH1 antagonists – Siah-1 peptide-binding antagonists, primary screen, biochemical, fluorescence polarization, rhodamine-plectin, uHTS (AID 1817) | E3 ubiquitin-protein ligase SIAH1 (Homo sapiens) | 0.02% of 290,000 active | one-dose displacement, % at 20 µM; IC50 in µM for titrated hits | Siah-1 / rhodamine-plectin peptide fluorescence polarization; higher % means a stronger effect;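 active = displacement of at least 50% at 20 µM, with a fluorescence ratio check between 0.3 and a set limit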;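 note: plate controls were Siah plus tracer with DMSO for no effect and tracer alone without Siah for full effect; strong numbers were not always called active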
RSV CPE inhibition – RSV antiviral activity via CPE protection, HEp-2 cells, primary 10 µM value included (AID 2391). HEp-2 cells, RSV-induced CPE inhibition; higher % means a stronger effect. CPE inhibition, % at 10 µM, or IC50 in µM where a hit was titrated. 0.13% of 310,000 active; in the data active = a potency from the dose series; note: strong numbers were not always called active
Dengue-2 NS5 capping – Dengue-2 NS5 methyltransferase inhibitors, primary screen, biochemical, confirmation dose response (AID 588689). 0.3% of 340,000 active. Dengue-2 NS5 methyltransferase capping enzyme assay, biochemical; higher % means a stronger effect. inhibition, % at 25 µM, or IC50 in µM where a hit was titrated. Genome polyprotein (Dengue virus type 2 (strain 16681-PDK53)); in the data active = a potency from the dose series
Large T inhibition – SV40 large T antigen inhibitors, biochemical (AID 1903). SV40 large T antigen ATPase/helicase inhibition assay; higher % means a stronger effect. inhibition, % at 20 µM, or IC50 in µM where a hit was titrated. 0.39% of 310,000 active; in the data active = a potency from the dose series; note: strong numbers were not always called active
NTR1 ag – agonists of NTR1, primary screen, imaging, U2OS cells, beta-arrestin-GFP, high content (AID 493036). NTR1-U2OS beta-arrestin-GFP spot imaging, agonist mode. 0.17% of 330,000 active. activation, % at 20 µM;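 active = activation at or above 40% of the spot to cytoplasm intensity ratio, with at least 20 cells analyzed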;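 note: 0% = DMSO without peptide and 100% = 100 nM NTR1 peptide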
Target sequence (P30989 whole entry, looked up): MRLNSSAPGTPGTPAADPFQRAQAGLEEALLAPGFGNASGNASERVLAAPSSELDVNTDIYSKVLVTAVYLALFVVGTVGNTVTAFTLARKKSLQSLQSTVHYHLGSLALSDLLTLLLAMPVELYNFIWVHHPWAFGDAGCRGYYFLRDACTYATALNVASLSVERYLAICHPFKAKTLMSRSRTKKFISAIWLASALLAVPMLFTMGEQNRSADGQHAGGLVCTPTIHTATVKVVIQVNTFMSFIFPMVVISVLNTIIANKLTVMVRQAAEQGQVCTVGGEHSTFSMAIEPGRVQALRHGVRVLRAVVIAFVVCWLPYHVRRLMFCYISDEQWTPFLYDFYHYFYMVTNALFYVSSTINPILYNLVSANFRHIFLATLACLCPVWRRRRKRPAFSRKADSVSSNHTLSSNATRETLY
Rac1 GTP hydrolysis – MgcRacGAP GTPase-activating activity inhibitors, confirmation, biochemical, ADP Hunter fluorescence. Rac GTPase-activating protein 1 (Homo sapiens). MgcRacGAP-stimulated Rac1 GTP hydrolysis, ADP Hunter fluorescence; higher % means a stronger effect; GST-tagged Rac1 F28L mutant substrate. 0.6% of 340,000 active. inhibition, % at 30 µM, or IC50 in µM where a hit was titrated. AID 624330, 2012;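 active = first-screen hits whose inhibition reached a set limit at any dose in the follow-up dose series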;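 note: fluorescence reports GDP produced by GAP-driven GTP hydrolysis; strong numbers were not always called active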
K1F lysis inhibition – inhibition of K1F phage lysis, E. coli UTI89, bacterial capsule biogenesis inhibitors, alamar blue (AID 488966); inhibition, % at 100 µM; hits with a dose series show IC50 in µM; 0.02% of 340,000 active; E. coli UTI89 K1F phage lysis, alamar blue, 2 h; higher % means a stronger effect;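 active = phage lysis inhibition, versus mean bacterial control, above a set limit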;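 note: capsule biogenesis inhibitors block K1F phage lysis so surviving cells raise fluorescence; higher fluorescence means more inhibition of phage lysis; actives were called in the ten point dose series up to 300 µM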
NTR1 ag cell count 20 µM – further read-out of NTR1 ag, marked with its call; cell count; measured here: cell count, cytotoxicity flag
Dengue-2 NS5 capping pilot replicate – further read-out of Dengue-2 NS5 capping, marked with its call; inhibition, %; measured here: pilot screen replicate inhibition
* = called active by the depositor; i = inactive; / = no result given; [ ] = dose if it differs, or a comment.

SMILES | AID2073 | West Nile virus CPE | SIAH1 antagonists | RSV CPE inhibition | Dengue-2 NS5 capping | Large T inhibition | NTR1 ag | NTR1 ag cell count 20 µM | Rac1 GTP hydrolysis | K1F lysis inhibition | others
Cc1nc2ccccc2c2oc(C(=O)N3CCN(c4ccc([N+](=O)[O-])cc4)CC3)cc12 | 3.4% | -0.4% | -0.1% | 2.5% | -1.8% | 7.9% | -0.3 | 62 | -18.8% | 0.1%
CC1(O)c2ccccc2C(=O)N1Cc1ccccc1 (stereo unspecified) | -0.8% | -0.1% | 2.5% | 3.0% | -8.2% | 7.7% | -0.9 | 74 | 3.3% | 0.0% | Dengue-2 NS5 capping pilot replicate=-5.2
COCCOC(=O)C1=C(C)NC(=S)NC1c1cccs1 (stereo unspecified) | -4.6% | -0.2% | 1.3% | -1.2% | -7.0% | 22.0% | 3.5 | 37 | 2.5% | i
CCCC(C)c1oc(=O)cc(O)c1C (stereo unspecified) | / | / | / | / | -2.0% | / | 2.3 | 40 | 6.2% | 0.6% | Dengue-2 NS5 capping pilot replicate=0.9
Cc1nn(Cc2ccccc2Cl)c(C)c1C(=O)N(C)CC(=O)Nc1cccc(F)c1 | / | / | / | 0.4% | -6.2% | / | -1.2 | 73 | 10.0% | -0.2%[50 µM]
CCOC(=O)CNC(=O)CSc1nnc(Cn2c(=O)sc3ccccc32)n1-c1ccccc1C | -4.3% | 0.6% | -1.0% | 0.8% | 3.2% | -4.1% | 0.8 | 77 | 2.7% | 5.3%
COc1cc2ccccc2nn1 | 22.3% | -0.2% | 1.1% | 3.2% | 6.9% | 8.9% | -0.5 | 53 | 10.2% | -0.1%
COC(=O)c1ccc(C2C(C(=O)c3ccco3)=C(O)C(=O)N2c2cc(C)on2)cc1 (stereo unspecified) | 15.9% | -0.1% | 20.1% | 2.2% | -6.3% | 15.2% | 0.3 | 54 | 7.8% | -0.6%
COc1ccc(NC(=S)N(C(C)C)C2CCN(C(C)C)CC2)cc1Cl | -16.7% | -0.7% | 3.7% | 4.4% | / | 7.4% | -1.3 | 95 | / | /
CCc1nnc(NC(=O)C2CCCN(c3nc(C)cc(C)n3)C2)s1 (stereo unspecified) | -10.3% | 1.5% | 5.6% | 0.1% | -0.7% | 17.5% | 1.5 | 71 | 9.3% | -0.2%
CCOC(=O)c1cccc(NC(=O)CSc2nnc(-c3ccoc3C)n2CCOC)c1 | -11.9% | -0.3% | -3.0% | 1.0% | -3.1% | -5.1% | 1.7 | 55 | -0.5% | -0.5%
O=C(O)c1cc(=O)c2cc(Cl)ccc2o1 | -0.2% | 0.5% | -4.6% | 1.2% | -10.4% | 8.2% | -0.4 | 47 | 4.1% | 0.6%
CCN(CC(=O)Nc1ccccc1C(F)(F)F)C(=O)CCS(=O)(=O)c1ccc(C)cc1 | / | / | / | -1.0% | 2.9% | 5.0% | -0.4 | 64 | 5.3% | 0.7%[50 µM]
CC(=O)NC12CC3CC(C1)CC(C(=O)Nc1nc4ccc(S(C)(=O)=O)cc4s1)(C3)C2 | 5.2% | 0.1% | 3.5% | 3.4% | 0.3% | 14.0% | -0.1 | 59 | 6.4% | -0.2%
COc1cccc(N2CC(C(=O)Nc3ccc(C(=O)OC(C)C)cc3)CC2=O)c1 (stereo unspecified) | -10.6% | -0.1% | -9.4% | 1.8% | -1.6% | -1.3% | 0.9 | 38 | -0.7% | -0.4%
Cc1ccc(N2C(=O)C3C4CC(=O)C(c5ccccc54)C3C2=O)cc1 (stereo unspecified) | -3.7% | -0.3% | -1.4% | 1.0% | -5.7% | -0.5% | 0.5 | 103 | 4.3% | 0.6%
CN1CC(=O)NC1=NC(=O)c1cc(F)c(F)cc1Cl | 25.3% | 0.3% | 2.8% | 1.5% | 1.4% | 2.9% | -1.1 | 39 | 3.8% | 2.2%
Cc1ccc(CCSc2ccc(F)cc2)cn1 | 3.7% | 0.0% | 16.6% | 0.5% | / | 19.6% | -0.1 | 68 | / | /
COc1ccccc1OCCNC(=O)c1ccc(C)c(S(=O)(=O)N2CCOCC2)c1 | / | / | / | -0.2% | -7.9% | 4.5% | -0.6 | 64 | 1.7% | 1.9%[50 µM]
Cc1ccc(N(C(C)C(=O)Nc2ccc(S(=O)(=O)N3CCOCC3)cc2)S(C)(=O)=O)cc1 (stereo unspecified) | 83.8% | -0.2% | 31.8% | 0.2% | -3.5% | 6.0% | -0.7 | 63 | 5.9% | 0.3%
Cc1cc(C)cc(N(C(=O)C(F)(F)F)C(C(=O)NC2CCCCC2)c2cccs2)c1 (stereo unspecified) | 12.3% | -0.6% | -2.9% | 0.2% | -2.8% | -4.4% | 1.6 | 50 | 3.4% | -0.7%
Cc1ccc(CN(C)C(=O)c2ccc(S(=O)(=O)N(C)c3ccccc3)cc2)o1 | / | / | / | / | -3.6% | / | 1.0 | 61 | 7.9% | 0.4%[50 µM]
Cc1cccc(C(=O)NN/C=C/C(=O)c2ccccc2)c1 | -1.9% | -0.9% | -8.7% | 0.3% | -4.8% | 6.6% | 0.2 | 60 | -3.5% | 0.1%
CCNC(=O)CC1C(=O)N(c2ccc(F)cc2)C(=O)N1Cc1cccs1 (stereo unspecified) | -5.2% | -0.1% | 3.2% | 0.6% | -5.5% | -2.0% | -0.5 | 58 | -16.0% | -0.3%

Grouped by structure, those above with a halogen.
SMILES | AID2073 | West Nile virus CPE | SIAH1 antagonists | RSV CPE inhibition | Dengue-2 NS5 capping | Large T inhibition | NTR1 ag | NTR1 ag cell count 20 µM | Rac1 GTP hydrolysis | K1F lysis inhibition | others
Cc1nn(Cc2ccccc2Cl)c(C)c1C(=O)N(C)CC(=O)Nc1cccc(F)c1 | / | / | / | 0.4% | -6.2% | / | -1.2 | 73 | 10.0% | -0.2%[50 µM]
COc1ccc(NC(=S)N(C(C)C)C2CCN(C(C)C)CC2)cc1Cl | -16.7% | -0.7% | 3.7% | 4.4% | / | 7.4% | -1.3 | 95 | / | /
O=C(O)c1cc(=O)c2cc(Cl)ccc2o1 | -0.2% | 0.5% | -4.6% | 1.2% | -10.4% | 8.2% | -0.4 | 47 | 4.1% | 0.6%
CCN(CC(=O)Nc1ccccc1C(F)(F)F)C(=O)CCS(=O)(=O)c1ccc(C)cc1 | / | / | / | -1.0% | 2.9% | 5.0% | -0.4 | 64 | 5.3% | 0.7%[50 µM]
CN1CC(=O)NC1=NC(=O)c1cc(F)c(F)cc1Cl | 25.3% | 0.3% | 2.8% | 1.5% | 1.4% | 2.9% | -1.1 | 39 | 3.8% | 2.2%
Cc1ccc(CCSc2ccc(F)cc2)cn1 | 3.7% | 0.0% | 16.6% | 0.5% | / | 19.6% | -0.1 | 68 | / | /
Cc1cc(C)cc(N(C(=O)C(F)(F)F)C(C(=O)NC2CCCCC2)c2cccs2)c1 (stereo unspecified) | 12.3% | -0.6% | -2.9% | 0.2% | -2.8% | -4.4% | 1.6 | 50 | 3.4% | -0.7%
CCNC(=O)CC1C(=O)N(c2ccc(F)cc2)C(=O)N1Cc1cccs1 (stereo unspecified) | -5.2% | -0.1% | 3.2% | 0.6% | -5.5% | -2.0% | -0.5 | 58 | -16.0% | -0.3%

New compounds follow:
SMILES | AID2073 | West Nile virus CPE | SIAH1 antagonists | RSV CPE inhibition | Dengue-2 NS5 capping | Large T inhibition | NTR1 ag | NTR1 ag cell count 20 µM | Rac1 GTP hydrolysis | K1F lysis inhibition | others
CC(=O)c1ccc(-c2ccc(C(=O)N3CCN(c4ccc(F)cc4)CC3)o2)cc1 | 16.8% | -1.1% | 4.0% | 10.7% | -9.3% | 8.7% | 7.0 | 36 | 12.8% | 0.1%
O=C(COc1ccccc1Cl)N1CCN(c2ccc([N+](=O)[O-])c(N3CCOCC3)c2)CC1 | 5.2% | -0.6% | -2.4% | 5.3% | -2.8% | -1.7% | 0.4 | 34 | 11.3% | 0.0%
O=C(CN1CCOCC1)Nc1ncc(Cc2ccccc2Cl)s1 | 4.2% | -0.3% | -5.1% | 2.8% | 2.0% | 0.8% | -0.2 | 42 | 6.2% | 1.8%
COc1ccc(Cl)cc1NC(=O)c1ocnc1C | -1.8% | -0.5% | -1.4% | 1.4% | -4.8% | 12.7% | 0.4 | 77 | 6.9% | 3.8%
O=C(CSCc1c(F)cccc1Cl)Nc1ccccc1C(=O)N1CCOCC1 | -3.7% | -0.6% | 3.7% | 0.6% | -11.2% | 16.3% | 0.5 | 64 | -2.1% | 1.3%
NC(=O)NC(CC(=O)NNC(=O)c1cccs1)c1ccc(Cl)cc1 (stereo unspecified) | / | / | / | / | 5.4% | / | 2.9 | 31 | -2.7% | 0.5%
O=c1c(Cc2ccc(F)cc2)c(O)ccn1CCCN1CCOCC1 | 3.2% | -0.1% | -2.4% | 1.3% | 2.3% | 22.1% | 1.9 | 27 | -1.6% | -0.2%
O=C(c1cc(C2CC2)on1)N1CCOCC1 | 9.8% | 0.5% | 6.4% | 0.2% | 0.0% | 4.3% | -0.8 | 57 | 5.4% | 4.2%
O=C(O)CC(CNS(=O)(=O)c1ccccc1)c1ccccc1 (stereo unspecified) | -5.5% | -0.2% | -0.2% | 0.3% | -0.3% | 31.9% | 1.4 | 76 | -8.2% | 1.4%
C=CCC(=O)NC1CCCc2c1cnn2-c1cc(F)cc(F)c1 (stereo unspecified) | 10.0% | -0.1% | -3.1% | -0.2% | -3.5% | 0.1% | 1.1 | 61 | 7.4% | 0.5%
CN(C)CC(O)COc1cc2ccccc2cc1C(=O)N1CCCCC1 (stereo unspecified) | -5.8% | -0.6% | 6.3% | -1.1% | 0.0% | 8.2% | -1.3 | 78 | 6.3% | 0.1%
CC1CC(C)CN(CCCNC(=O)c2ccc3nc(N4CCOCC4)sc3c2)C1 (stereo unspecified) | -0.9% | -0.8% | 4.3% | -0.7% | -0.7% | / | 3.2 | 59 | 6.2% | -0.5%
CS(=O)(=O)N1CCc2cc(C(=O)Nc3ccccc3)ccc21 | 26.0% | 0.4% | 4.5% | 6.9% | -7.6% | 0.9% | -1.5 | 79 | -2.6% | 0.4%
O=C(O)/C=C/C(=O)NC1CC1 | -4.3% | 0.0% | 0.9% | 1.1% | -6.9% | -3.2% | 0.6 | 56 | 1.8% | -0.4%
C#CCSc1ncc(S(=O)(=O)c2ccccc2)c(=O)[nH]1 | 0.7% | 0.2% | -3.0% | -1.3% | 0.0% | 7.9% | 0.8 | 46 | 2.9% | -1.4%
O=C(CSc1nncs1)N1c2ccccc2Sc2ccccc21 | -5.2% | -0.4% | 1.5% | 3.3% | -3.8% | 6.7% | 0.9 | 59 | 5.5% | 0.0%
CCOc1ccc(NC(=S)NCC(c2cccnc2)N2CCOCC2)cc1 (stereo unspecified) | 11.5% | 0.0% | 6.1% | -0.9% | 0.9% | 7.3% | -1.6 | 80 | 2.2% | 0.2%

The order is random. Share with any hit: about 1.6%.
